# Dyrk1A ADPGlo = rat Dyrk1A kinase inhibitors, primary screen, biochemical, single point, plate reader | inhibition, % at 12.5 µM | Dual specificity tyrosine-phosphorylation-regulated kinase 1A (Rattus norvegicus), Q63470 | ADP-Glo luminescence, NFATc1 peptide | hit rate 0.43% among 310,000; in the data active means inhibition above about 50%;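 further: plate controls were vehicle with enzyme for no effect and no enzyme for full effect; many of its hits are not listed in these tables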
# hERG protect = hERG rescue from dofetilide block, primary screen, cell-based, CHO-hERG, FluxOR thallium flux, dofetilide IC70; Voltage-gated inwardly rectifying potassium channel KCNH2 (Homo sapiens), Q12809; dofetilide IC70 present; activation (rescue from dofetilide block), less the hit threshold, % at 10 µM; hit rate 0.51% among 310,000; AID 1511, 2009;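 active means activation above the mean of controls blocked by dofetilide plus 5 SD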;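 further: thallium influx through hERG after potassium depolarization seen as dye fluorescence rise; in these data hits start at about 4.7%; inactives centre near -7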
# KCNQ1 act = potentiators or activators of KCNQ1 channel, primary screen, cell-based, thallium flux, high-throughput. B-score at 10 µM. CHO-K1 KCNQ1, thallium flux FluxOR fluorescence; active compounds read high. AID 2648, 2010. Potassium voltage-gated channel subfamily KQT member 1 (Homo sapiens), P51787. hit rate 0.35% among 310,000;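 active means fluorescence ratio B-score, a plate-corrected score, at least three library SD, with initial intensity B-score within 5 SD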
# Target sequence (P51787 whole entry, looked up): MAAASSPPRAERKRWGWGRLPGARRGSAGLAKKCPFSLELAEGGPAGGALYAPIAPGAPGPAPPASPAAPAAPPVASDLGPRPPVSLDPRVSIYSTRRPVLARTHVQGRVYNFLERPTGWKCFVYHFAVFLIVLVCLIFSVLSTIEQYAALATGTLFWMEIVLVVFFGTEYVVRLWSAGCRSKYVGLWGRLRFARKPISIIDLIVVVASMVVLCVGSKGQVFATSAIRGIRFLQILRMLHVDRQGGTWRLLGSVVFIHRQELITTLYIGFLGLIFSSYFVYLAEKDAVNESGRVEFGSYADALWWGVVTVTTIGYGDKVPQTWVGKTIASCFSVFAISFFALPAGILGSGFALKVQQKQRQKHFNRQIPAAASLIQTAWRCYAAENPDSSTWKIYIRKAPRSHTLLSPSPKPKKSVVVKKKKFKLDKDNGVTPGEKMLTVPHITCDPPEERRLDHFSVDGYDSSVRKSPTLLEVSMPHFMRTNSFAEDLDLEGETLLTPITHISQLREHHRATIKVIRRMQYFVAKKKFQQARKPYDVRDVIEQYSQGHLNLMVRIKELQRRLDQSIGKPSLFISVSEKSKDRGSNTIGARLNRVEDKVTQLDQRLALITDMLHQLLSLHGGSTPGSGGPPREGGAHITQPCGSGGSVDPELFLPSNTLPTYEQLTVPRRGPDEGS
#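 Medium – assay buffer, equal DMSO in all wells · Material – CHO-K1 cell line with stable KCNQ1 potassium channel expression · Signal – kinetic FluxOR thallium fluorescence, 10-s 1-Hz baseline, 110-s post-stimulus read · Compound – single concentration per compound, DMSO matched to controls · Schedule – 37 °C overnight plating, 90-min dark dye load, 20-min compound pretreatment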
# PolyA inh = polyadenylation inhibitors in yeast reporter cells, primary screen, luminescence, S. cerevisiae; hit rate 0.02% among 300,000; S. cerevisiae SKY197-pL101 polyadenylation reporter, beta-gal luminescence; efflux-impaired pdr1/pdr3 knockout yeast; score 100 = 6 SD above DMSO; calls only at 12 µM;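 active means lowest replicate activity score at least 50, where 100 means six control SD above control mean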;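 further: yeast exposed to compound for 9 h at 30 °C; higher score means more reporter readthrough which indicates perturbed polyadenylation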
# KCNK3 block = human KCNK3 channel inhibitors, primary screen, CHO cells, FluxOR thallium flux, B-score; FluxOR fluorescence; active compounds read low; B-score at 10 µM; hit rate 0.84% among 340,000;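 active means B-score under library mean minus 4 SD, starting fluorescence ratio at most library mean plus 5 SD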;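 further: more negative B-score means stronger inhibition of thallium flux through KCNK3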
# RGS4 pot = RGS4 potentiators or activators, primary screen, cell-based, HEK293 M3R inducible RGS4, calcium flux. AID 463111, 2010. carbachol calcium flux Fluo4; active compounds read low. hit rate 0.92% among 310,000. B-score at 10 µM;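 active means B-score of the integrated calcium signal more than 4 SD below the library mean, with starting fluorescence not abnormally high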;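 further: negative B-score means reduced calcium response which marks RGS4 activation or potentiation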
#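 System: HEK293 FlpIn-TREx cells, stable M3R, doxycycline-inducible RGS4. Timing: overnight RGS4 induction, 30 min dye load 37 °C, 20 min compound RT. Also added: carbachol, ECmax concentration. Measured by: Fluo4 fluorescence kinetic imaging of calcium. Evaluation: integrated calcium ratio converted to B score.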
# KCNQ1 block = inhibitors of human KCNQ1 channel, primary screen, cell-based, thallium flux, high-throughput; Potassium voltage-gated channel subfamily KQT member 1 (Homo sapiens), P51787; CHO-K1 KCNQ1, FluxOR thallium flux fluorescence; active compounds read high; B-score at 10 µM; hit rate 1.3% among 310,000; AID 2642, 2010;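 active means compounds whose thallium flux B-score, printed positive for inhibition, exceeds three library SD while starting fluorescence stays within three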;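 further: channel opened by potassium depolarization with thallium stimulus after 20 min compound exposure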
# GSK3 alpha inh = blockers of GSK3A enzyme activity – biochemical, luminescence, cell-free homogeneous, HTS, primary screen. GSK-3 alpha kinase, ADP-Glo luminescence, 60 min. inhibition, % at 10 µM. hit rate 0.1% among 320,000. AID 2650, 2010;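 in the data active means inhibition above about 50%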;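 further: GST-tagged GSK-3 alpha with peptide substrate and 25 µM ATP; 0% = DMSO neutral wells and 100% = GW8510 positive control wells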
# RGS4 block = RGS4 inhibitors, primary screen, cell-based, HEK293 M3R inducible RGS4, calcium flux; Regulator of G-protein signaling 4 (Homo sapiens), P49798; Fluo-4 calcium flux; active compounds read high; triggered by carbachol at its EC20; B-score at 10 µM; hit rate 0.45% among 310,000;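 active means B-score, a plate-corrected calcium signal, over three deviations above library mean, with baseline fluorescence within five deviations of library mean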;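 further: RGS4 expression induced by doxycycline in cells with stable M3 receptor; B-score is computed from the integrated fluorescence ratio over baseline after carbachol; higher B-score means a larger calcium signal and so more RGS4 inhibition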
# KCNK9 inh = KCNK9 potassium channel inhibitors, primary screen, HEK293 cells, thallium flux. FluxOR thallium flux fluorescence; active compounds read low. B-score at 10 µM. hit rate 1.2% among 310,000. AID 488922, 2010;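 active means ratio B-score over 3 SD below the library mean, with starting fluorescence within 5 SD of its mean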;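 further: negative B-score means less thallium flux so channel inhibition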
# GSK3B inh = human GSK3beta kinase inhibitors, primary screen, biochemical, cell-free homogeneous, HTS; GST-GSK3beta kinase, ADP-Glo luminescence, 60 min; active compounds read low; hit rate 0.038% among 300,000; activity score (negative = inhibition), % at 10 µM; Glycogen synthase kinase-3 beta (Homo sapiens), P49841; AID 2097, 2009;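 active means more than half of replicate wells score below -50%, meaning over 50% inhibition versus plate controls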;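 further: 0% = median DMSO wells and -100% = median GW8510 positive control wells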
# Target sequence (P49841 whole entry, looked up): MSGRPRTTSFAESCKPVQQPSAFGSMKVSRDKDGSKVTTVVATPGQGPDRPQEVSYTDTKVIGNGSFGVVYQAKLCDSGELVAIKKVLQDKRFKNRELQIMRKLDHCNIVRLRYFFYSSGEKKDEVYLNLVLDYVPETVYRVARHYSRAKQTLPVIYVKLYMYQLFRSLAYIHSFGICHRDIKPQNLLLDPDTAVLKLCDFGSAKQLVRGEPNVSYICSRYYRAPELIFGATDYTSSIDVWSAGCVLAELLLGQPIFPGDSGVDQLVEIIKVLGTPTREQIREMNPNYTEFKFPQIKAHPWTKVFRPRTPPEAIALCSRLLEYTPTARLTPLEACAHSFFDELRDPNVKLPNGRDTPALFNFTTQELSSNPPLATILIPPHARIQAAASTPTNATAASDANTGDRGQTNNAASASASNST
#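 Test system – GST-tagged human GSK3beta kinase, cell-free · Incubation – 60 min enzyme reaction, room temperature · Signal – ADP-Glo luminescence · Also added – peptide substrate and ATP at 25 µM · Controls – DMSO neutral wells and GW8510 at 20 µM as positive · Buffer or medium – Tris/MgCl2 kinase buffer · Measure – Luminescence-derived activity versus plate DMSO and GW8510 wells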
# Active calls of the source: *; i = inactive; . = not tested or not shown. Only part of the results is shown. The share of hits here may be higher or lower than overall.
SMILES,Dyrk1A ADPGlo,hERG protect,KCNQ1 act,PolyA inh,KCNK3 block,RGS4 pot,KCNQ1 block,GSK3 alpha inh,RGS4 block,KCNK9 inh,GSK3B inh
Cc1ccccc1NC(=S)NCCc1c[nH]c2ccccc12,-6,-5,i,i,i,i,i,-1,i,i,-1
COc1ccc(CCNC(=O)CCCOc2ccc(C)cc2)cc1OC,5,-10,i,i,i,i,i,-1,i,i,2
c1cnc(N2CCN(Cc3ccc4c(c3)OCO4)CC2)cn1,.,-9,i,i,i,i,i,-1,i,i,.
O=C(O)Cc1ccc(O)cc1,2,-6,i,i,i,i,i,-3,i,i,-3
CCOc1cc(CN2CCCCCC2)ccc1OC,-1,-1,i,i,i,i,i,-3,i,i,2
O=C1CCCC(O)=C1N=Nc1ccc2ncsc2c1,11,-6,i,i,i,i,i,-1,i,i,7
CO/N=C/C(=N\Nc1ccc(OC)cc1)C(=O)c1ccc(OC)cc1,-2,-2,i,i,i,i,i,1,i,i,-18
O=C(NCc1cccs1)c1nc(-c2cccs2)no1,2,-10,i,i,i,i,i,-1,i,i,-1
Cc1noc(C(=O)Nc2ccccc2C(F)(F)F)c1Cl,-1,-8,i,i,i,i,i,2,i,i,4
CC1(C)CC(=O)C2=C(C1)C(c1cn(-c3ccccc3)nc1-c1ccccc1)C(C#N)=C(N)O2 (stereo not drawn),-2,-10,i,i,i,i,i,-2,i,i,-4
COCCNC(=O)c1sc2ncn(CC(=O)N3CCCCC3)c(=O)c2c1C,-4,.,.,i,i,.,.,3,.,.,1
O=c1c(C(c2ccc(F)cc2)c2c(O)nc3n(c2=O)CCCS3)c(O)nc2n1CCCS2,-1,-6,i,i,i,i,i,-3,i,i,5
CC(=O)N1CCN(CC(O)COc2ccc(Br)cc2)CC1 (stereo not drawn),.,-6,i,i,i,i,i,-3,i,i,-2
CCCc1cc(=O)oc2cc(OCC(=O)NC3CCN(Cc4ccccc4)CC3)ccc12,0,-17,i,i,i,i,i,-1,i,i,6
O=C(O)c1ccc(Cn2c(SCc3cc(=O)n4cc(Br)ccc4n3)nc3ccsc3c2=O)cc1,.,-12,i,i,.,i,i,0,i,i,2
COc1ccccc1NS(=O)(=O)c1ccc(S(=O)(=O)N2CCOCC2)cc1,2,-11,i,i,i,i,i,-1,i,i,.
C#CCOc1nc(Nc2cccc([N+](=O)[O-])c2)nc(OCC#C)n1,4,-12,i,i,-11*,i,i,-2,i,-18*,-1
Cc1ccc(O)c(C2=NCCNC(C(F)(F)F)=C2)c1,16,-13,i,i,i,i,i,-1,i,i,2
COc1ccc(OCCN2C(=O)NC(C)(c3ccc(C)cc3)C2=O)cc1 (stereo not drawn),1,-5,i,i,i,i,i,0,i,i,1
Cc1ccc(CNc2ccc(N3CCOCC3)cc2)cc1,0,-5,i,i,i,i,i,-4,i,i,.
C=CCn1c(COc2cccc3ccc(C)nc23)nnc1SCC(=O)OC,9,-8,i,i,i,i,i,0,i,i,2
COC(=O)c1ccccc1SC(CC(=O)c1ccccc1)c1ccc(F)cc1 (stereo not drawn),6,-13,i,i,i,-7.1*,i,-1,i,-13*,-2
O=C(NCc1ccco1)/C(=C\c1cccs1)NC(=O)c1cccs1,-6,-6,i,i,i,i,i,-1,i,i,-8
Cc1ccc(NNC(=O)c2c(F)cccc2Cl)cc1C,-1,-14,i,i,i,i,i,0,i,i,3
Cc1cccc(/C(N)=N/OC(=O)CCC2CCCCC2)c1,2,-6,i,i,i,i,i,-1,i,i,4
C[C@@H]1O[C@@H](O[C@H]2[C@H](Oc3cc(O)c4c(c3)OC(c3ccc(O)cc3)CC4=O)O[C@H](CO)[C@@H](O)[C@@H]2O)[C@H](O)[C@H](O)[C@H]1O (stereo partly drawn),12,-7,i,i,i,i,i,-1,i,i,1
Cc1ccc(NC(=O)C(C)OC(=O)c2ccc(Cl)nc2)cc1S(=O)(=O)N1CCOCC1 (stereo not drawn),-1,-11,i,i,i,i,i,-1,i,i,4
Cc1ccc2nc(-c3ccc(NC(=O)COC(=O)c4cncc(Br)c4)cc3)sc2c1,-2,-5,i,i,i,i,i,.,i,i,-2
Nc1ccccc1SCC(=O)Nc1nccs1,-3,-3,i,i,i,i,i,13,i,i,0
Clc1nc2ccccc2nc1-c1ccccc1,7,-7,i,i,i,i,i,13,i,i,2
CC(=O)NS(=O)(=O)c1ccc2c(c1)Cc1cc(S(=O)(=O)NC(C)=O)ccc1-2,.,-3,i,i,i,i,i,-2,i,i,-1
O=C(O)CSc1nnnn1-c1ccccc1,-9,-8,i,i,i,i,i,.,i,i,1
CC(C)(C)OC(=O)N1CCN(c2ccc([N+](=O)[O-])cc2)CC1,-3,-6,i,i,i,i,i,-1,i,i,0
CC/C(O)=C1\C(=O)CCCC1=NCc1nc2ccccc2[nH]1,.,-3,i,i,i,i,i,2,i,i,1
N/C(=N\OC(=O)c1cc(Cl)ccc1Cl)c1ccccn1,9,-12,i,i,i,i,i,-1,i,i,3
O=C(Nc1ccc(F)c(F)c1)c1ccccc1-c1ccccc1,1,-10,i,i,i,i,i,-4,i,i,1
CCNC(=S)N1CCC(NC(=O)C2CCCCC2)CC1,3,1,i,i,i,i,i,-6,i,i,0
O=C(Oc1ccc(Br)cc1C(=S)N1CCCCC1)c1cc([N+](=O)[O-])cc([N+](=O)[O-])c1,8,-6,i,i,i,i,i,-3,i,i,-10
COC(=O)c1sccc1NC(=O)c1cc(OC)c(OC)c(OC)c1,-1,-2,i,i,i,i,i,-6,i,i,3
CCOC(=O)c1ccc(S(=O)(=O)N2CCN(C(=O)c3cc(=O)c4ccccc4o3)CC2)cc1,3,-7,i,i,i,i,i,12,i,i,-5

# Quoted at random: 2 records from the list.
SMILES,Dyrk1A ADPGlo,hERG protect,KCNQ1 act,PolyA inh,KCNK3 block,RGS4 pot,KCNQ1 block,GSK3 alpha inh,RGS4 block,KCNK9 inh,GSK3B inh
CCOC(=O)c1ccc(S(=O)(=O)N2CCN(C(=O)c3cc(=O)c4ccccc4o3)CC2)cc1,3,-7,i,i,i,i,i,12,i,i,-5
CC(C)(C)OC(=O)N1CCN(c2ccc([N+](=O)[O-])cc2)CC1,-3,-6,i,i,i,i,i,-1,i,i,0

# Further compounds.
SMILES,Dyrk1A ADPGlo,hERG protect,KCNQ1 act,PolyA inh,KCNK3 block,RGS4 pot,KCNQ1 block,GSK3 alpha inh,RGS4 block,KCNK9 inh,GSK3B inh
CC(NC(=O)C(NC(=O)C1CCCN1C(=O)OC(C)(C)C)C(C)C)C(N)=O (stereo not drawn),1,-2,i,i,i,i,i,-1,i,i,-2
COc1cccc(C(=O)Nc2sc3c(c2C#N)CCN(C(C)=O)C3)c1,-41,-2,i,.,i,i,i,14,i,i,1
Cc1ccccc1CC(=O)NC1CCCc2ccccc21 (stereo not drawn),5,-4,i,i,i,i,i,10,i,i,-1
CC(=O)c1ccc(N2CCC(c3cc(-c4ccc(Cl)cc4)n[nH]3)CC2)c([N+](=O)[O-])c1,-2,-13,i,i,i,i,i,1,i,i,1
CC(C)C(=O)N1CCN(c2ccc(NC(=S)NC(=O)c3cc4ccccc4o3)cc2)CC1,-3,-2,i,i,i,i,i,2,i,i,-3
COc1ccc(C(=O)C[n+]2cn(C(F)F)c3ccccc32)c(F)c1,.,-7,i,i,i,i,i,-4,i,i,3
CC(C)NC(=O)c1cc2c(C(F)(F)F)nn(C)c2s1,1,-10,i,i,i,i,i,11,i,i,2
O=S(=O)(NCC(c1ccco1)N1CCc2ccccc2C1)c1ccc(Br)cc1 (stereo not drawn),25,-8,i,i,-8.7*,i,i,0,i,i,-7
O=C(Nc1cccc([N+](=O)[O-])c1)Nc1cccs1,28,-32,i,i,i,i,8*,-2,i,i,2
CN(C)CCCNCCCNC(=O)/C(=N\O)c1ccccn1,-4,-8,i,i,i,i,i,3,i,i,1
O=C(OCC(=O)N1CCN(S(=O)(=O)c2ccccc2)CC1)c1ccc([N+](=O)[O-])o1,3,-16,i,i,i,i,i,1,i,i,1
Cc1cc(C)c(-c2cc(NC(=O)CSc3nncn3C)n(-c3ccccc3)n2)cc1C,3,-3,i,i,i,i,i,7,i,i,1
O=C(CSCc1ccccc1Cl)Nc1ccc(C(=O)O)cc1,6,-5,i,i,i,i,i,.,i,i,-4
Cc1onc(-c2c(Cl)cccc2Cl)c1C(=O)NC(C)(C)CO,0,-4,i,i,i,i,i,-1,i,i,-3
COCCN1CC(=O)N2C(c3cccc(OC)c3)c3[nH]c4ccccc4c3C[C@H]2C1=O (stereo partly drawn),0,-5,i,i,i,i,i,-3,i,i,-2
O=[N+]([O-])c1cc([N+](=O)[O-])c2cc3ccccc3nc2c1,6,-1,i,i,i,i,i,4,14*,i,-3
Cc1sc2nc(CN3CCN(c4ccc(O)cc4)CC3)[nH]c(=O)c2c1C,.,-4,i,i,i,i,i,0,i,i,1
Cc1ccc(/C=N/NC(=O)Cc2ccc(Cl)cc2)s1,.,-4,i,i,i,i,i,-1,i,i,3
Cn1c(N2CCN(c3ccccn3)CC2)nc2c1c(=O)n(Cc1ccccc1Cl)c(=O)n2C,4,-2,i,i,i,i,i,-2,i,i,-2
Cc1ccc(CNC(=O)CSc2nnc3c(n2)[nH]c2ccccc23)cc1,-3,-4,i,i,i,i,i,-3,i,i,-1
CCn1cc(C2=NC(CCSC)CO2)c2ccccc21 (stereo not drawn),6,-22,i,i,i,i,i,0,i,i,2
Cc1ccccc1OCCCN1CCOCC1,-2,-5,i,i,i,i,i,-2,i,i,-7
